LYPLA2 inh: LYPLA2 inhibitors, primary screen, counter-screen for PME1 inhibitor project, biochemical, fluorescence polarization, FP-Rh probe ABPP; Acyl-protein thioesterase 2 (Homo sapiens), O95372; recombinant LYPLA2; inhibition, % at 5.9 µM; 320,000 tested, 0.38% active;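 active means inhibition above the screen-wide mean plus 3 SD, limit set per campaign, cut at about 26% in these data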;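 further: 0% = LYPLA2 with DMSO and 100% = wells lacking LYPLA2 enzyme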
LYPLA1 inh: LYPLA1 inhibitors, primary screen, counter-screen for PME1 inhibitor project, biochemical, fluorescence polarization, FP-Rh probe ABPP; AID 2174, 2009; 320,000 tested, 0.16% active; inhibition, % at 5.9 µM; Acyl-protein thioesterase 1 (Homo sapiens), O75608; recombinant LYPLA1;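 active means inhibition above the mean of all tested compounds plus 3 SD, set per campaign, cut at about 14% in these data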;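 further: inhibitors block serine hydrolase probe labeling of LYPLA1 so polarization falls; 0% = enzyme with DMSO and 100% = wells lacking LYPLA1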
PAFAH1B3 inh: PAFAH1B3 enzyme inhibitors, primary screen, biochemical, fluorescence polarization, human | Platelet-activating factor acetylhydrolase IB subunit alpha1 (Homo sapiens), Q15102 | recombinant PAFAH1B3, FP-rhodamine probe | inhibition, % at 3.39 µM | 340,000 tested, 0.28% active | AID 492972, 2010;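 active means inhibition above the screen-wide average of all tested compounds plus 3 SD, cut at about 25% in these data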;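 further: 0% = enzyme with DMSO only and 100% = wells lacking PAFAH1B3 protein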
Target sequence (Q15102 whole entry, looked up): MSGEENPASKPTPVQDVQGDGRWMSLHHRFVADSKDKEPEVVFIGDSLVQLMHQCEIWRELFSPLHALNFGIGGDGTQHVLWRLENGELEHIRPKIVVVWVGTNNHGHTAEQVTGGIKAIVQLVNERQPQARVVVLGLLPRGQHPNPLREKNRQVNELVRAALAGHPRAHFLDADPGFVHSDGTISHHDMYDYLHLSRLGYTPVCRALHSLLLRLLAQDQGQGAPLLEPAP
PREPL inh: PREPL enzyme inhibitors, primary screen, biochemical, fluorescence polarization; Prolyl endopeptidase-like (Homo sapiens), Q4J6C6; recombinant PREPL, fluorescence polarization activity-based probe; inhibition, % at 5.96 µM; 320,000 tested, 0.68% active; in the data active means inhibition above about 43%;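 further: 0% = enzyme with DMSO and 100% = wells lacking enzyme; many of its hits are not listed in these tables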
ZTA DNA inh: blocks Epstein-Barr virus ZTA, an EBNA-1 counter-screen | P03206 | inhibition, % at 11 µM | ZTA-DNA binding, fluorescence polarization | AID 2234 | 320,000 tested, 0.15% active; in the data active means inhibition above about 33%
Target sequence (P03206 whole entry, looked up): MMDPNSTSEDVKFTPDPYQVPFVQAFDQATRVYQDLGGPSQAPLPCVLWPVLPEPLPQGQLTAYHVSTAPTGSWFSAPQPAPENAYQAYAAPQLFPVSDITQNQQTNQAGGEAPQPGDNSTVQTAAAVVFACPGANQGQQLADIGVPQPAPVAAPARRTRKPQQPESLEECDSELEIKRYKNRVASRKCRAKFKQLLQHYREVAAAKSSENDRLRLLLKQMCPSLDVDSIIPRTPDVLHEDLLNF
PAFAH1B2 inh: PAFAH1B2 enzyme inhibitors, primary screen, biochemical, fluorescence polarization, human. AID 492953, 2010. 340,000 tested, 1.2% active. inhibition, % at 3.39 µM. Platelet-activating factor acetylhydrolase IB subunit alpha2 (Homo sapiens), P68402. recombinant PAFAH1B2, FP-rhodamine activity probe;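 active means inhibition above the mean of all tested compounds plus 3 SD, cut at about 24% in these data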;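 further: 0% = enzyme with DMSO and 100% = wells lacking PAFAH1B2; many of its hits are not listed in these tables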
PAFAH2 FP inh: PAFAH2 enzyme inhibitors, primary screen, biochemical, fluorescence polarization, human. Platelet-activating factor acetylhydrolase 2, cytoplasmic (Homo sapiens), Q99487. recombinant PAFAH2, FP-rhodamine activity probe. inhibition, % at 3.39 µM. 340,000 tested, 0.99% active. AID 492956, 2010;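 active means inhibition above the mean over all tested compounds plus 3 SD, cut at about 30% in these data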;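 further: inhibitors block probe labeling of enzyme so polarization drops; 0% = enzyme with DMSO and 100% = wells lacking PAFAH2 protein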
EBNA-1 inhibitor: EBNA-1 DNA-binding inhibitors, primary screen, biochemical, fluorescence polarization; 300,000 tested, 0.34% active; inhibition, % at 14.8 µM; in the data active means inhibition above about 28%
pPAFAH inh: pPAFAH enzyme inhibitors, primary screen, biochemical, fluorescence polarization, human. recombinant pPAFAH, FP-rhodamine probe fluorescence polarization. inhibition, % at 3.39 µM. 330,000 tested, 1.5% active. AID 463082, 2010;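 active means inhibition above the mean inhibition across the screen plus 3 SD, cut at about 25% in these data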;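 further: inhibitors block binding of the rhodamine activity-based probe so polarization drops; 0% = enzyme with DMSO and 100% = wells lacking pPAFAH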
Target sequence (Q13093 whole entry, looked up): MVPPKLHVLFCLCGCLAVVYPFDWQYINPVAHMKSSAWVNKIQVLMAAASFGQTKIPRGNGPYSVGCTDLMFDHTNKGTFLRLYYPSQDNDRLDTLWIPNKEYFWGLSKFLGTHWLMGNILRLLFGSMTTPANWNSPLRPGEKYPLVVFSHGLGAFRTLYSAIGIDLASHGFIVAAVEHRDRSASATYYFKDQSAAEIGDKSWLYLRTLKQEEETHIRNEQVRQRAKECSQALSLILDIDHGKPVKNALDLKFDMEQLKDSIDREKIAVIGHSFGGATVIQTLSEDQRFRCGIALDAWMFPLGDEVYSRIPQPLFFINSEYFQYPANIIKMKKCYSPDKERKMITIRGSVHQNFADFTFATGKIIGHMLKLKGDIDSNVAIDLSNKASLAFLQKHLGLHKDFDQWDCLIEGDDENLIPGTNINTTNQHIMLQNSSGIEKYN
An asterisk follows results filed as active; x = no result given. These rows are one share of the data. The share of hits here may be higher or lower than overall.

Start of the listing, in advance, 7 compounds:
item | Structure | LYPLA2 inh | LYPLA1 inh | PAFAH1B3 inh | PREPL inh | ZTA DNA inh | PAFAH1B2 inh | PAFAH2 FP inh | EBNA-1 inhibitor | pPAFAH inh
1 | CCOC(=O)c1c(S(=O)(=O)Nc2cccc(-c3ccno3)c2)c(C)n(C)c1C | -1 | -2 | 2 | 8 | -3 | -3 | -2 | -1 | -1
2 | COc1ccc(OCC(O)CNC(=O)Nc2ccc(Cl)cc2)cc1 (stereo unspecified) | 2 | -2 | 9 | -10 | -34 | 5 | 2 | -3 | -3
3 | CCN(CC)C(=O)Cn1cc(C(=O)C(=O)NCc2cccs2)c2ccccc21 | 3 | 0 | 2 | 5 | 13 | 3 | -3 | 8 | 7
4 | COc1ccccc1NC(=O)c1cnc(SC)nc1 | -2 | 0 | -5 | 1 | 3 | -1 | -6 | 13 | 2
5 | CCOC(=O)c1sc(NC(=O)CSc2nnc(C)s2)c(C(=O)OCC)c1C | -10 | -4 | 0 | 4 | -4 | 5 | -1 | -14 | 0
6 | COCCNC(=S)N/N=C(\C)c1ccc(Cl)c(Cl)c1Cl | -3 | -6 | 4 | 2 | -12 | 2 | 0 | -5 | 5
7 | O=c1cc(-c2ccc(O)c(O)c2)oc2cc(O[C@@H]3O[C@H](CO)[C@@H](O)[C@H](O)[C@H]3O)cc(O)c12 | x | x | 67* | 73* | x | 67* | 52* | x | 15

The whole of this part, from the first entry:
item | Structure | LYPLA2 inh | LYPLA1 inh | PAFAH1B3 inh | PREPL inh | ZTA DNA inh | PAFAH1B2 inh | PAFAH2 FP inh | EBNA-1 inhibitor | pPAFAH inh
1 | CCOC(=O)c1c(S(=O)(=O)Nc2cccc(-c3ccno3)c2)c(C)n(C)c1C | -1 | -2 | 2 | 8 | -3 | -3 | -2 | -1 | -1
2 | COc1ccc(OCC(O)CNC(=O)Nc2ccc(Cl)cc2)cc1 (stereo unspecified) | 2 | -2 | 9 | -10 | -34 | 5 | 2 | -3 | -3
3 | CCN(CC)C(=O)Cn1cc(C(=O)C(=O)NCc2cccs2)c2ccccc21 | 3 | 0 | 2 | 5 | 13 | 3 | -3 | 8 | 7
4 | COc1ccccc1NC(=O)c1cnc(SC)nc1 | -2 | 0 | -5 | 1 | 3 | -1 | -6 | 13 | 2
5 | CCOC(=O)c1sc(NC(=O)CSc2nnc(C)s2)c(C(=O)OCC)c1C | -10 | -4 | 0 | 4 | -4 | 5 | -1 | -14 | 0
6 | COCCNC(=S)N/N=C(\C)c1ccc(Cl)c(Cl)c1Cl | -3 | -6 | 4 | 2 | -12 | 2 | 0 | -5 | 5
7 | O=c1cc(-c2ccc(O)c(O)c2)oc2cc(O[C@@H]3O[C@H](CO)[C@@H](O)[C@H](O)[C@H]3O)cc(O)c12 | x | x | 67* | 73* | x | 67* | 52* | x | 15
8 | CC(/C=C/C=C/c1ccccc1)=N/NC(=O)CNc1ccccc1C | -2 | 0 | -3 | 1 | 2 | -2 | 2 | 7 | -5
9 | Cc1ccc2c(cnn2C(=O)CCC(=O)NC2CCCCC2)c1 | 2 | 1 | -4 | 3 | 3 | 8 | 12 | -7 | 6
10 | O=C(CCCN1C(=O)/C(=C/c2cccc(Br)c2)SC1=S)N1CCOCC1 | -1 | 3 | 8 | 19 | -21 | 13 | 11 | 1 | 4
11 | COC(=O)c1c(C)nc2ccccc2c1-c1ccccc1 | -3 | 2 | 16 | -1 | 5 | 9 | 0 | 3 | 10
12 | C=C1CN(Cc2ccccc2)S(=O)(=O)c2ccccc21 | 3 | 3 | -1 | 6 | -8 | 3 | 0 | 4 | 7
13 | O=C(NC1CCCC1)c1csc2c1CCCC2 | 12 | 4 | 9 | 16 | -20 | 0 | 11 | -4 | 4
14 | COc1ccccc1C(O)c1nccn1C (stereo unspecified) | 7 | 7 | 0 | -3 | 6 | 5 | -3 | 8 | 4
15 | CCc1ccc(NC(=O)c2onc(C)c2Cl)cc1 | -1 | 4 | -7 | -3 | -13 | -1 | 7 | 7 | -4
16 | CCOC(=O)N1CCN(C(=O)CSc2ccc3nnc(-c4cccnc4)n3n2)CC1 | 3 | -1 | 8 | -6 | 8 | 1 | 6 | 4 | -2
17 | Cc1cc(C)nc(Nc2ccc(O)cc2)n1 | -4 | -2 | 4 | -3 | -13 | 1 | 5 | -11 | 5
18 | CCOc1ccc(Cn2nnc(C(=O)NCCc3ccc(Cl)cc3)c2N)cc1 | -4 | 2 | -3 | -4 | -6 | 7 | -1 | -4 | 3
19 | O=c1cc(Nc2ccc3c(c2)OCO3)[nH]c(=O)n1-c1ccc(Br)cc1 | 2 | -1 | 13 | 14 | 12 | 8 | 7 | 6 | 7
20 | Cc1cnc(NC(=O)C2CC(=O)N(c3cccc(Cl)c3)C2)s1 (stereo unspecified) | 1 | 0 | 5 | -2 | 8 | -1 | 10 | 5 | 0
21 | O=C(CN1CCCCC1)NC(=O)NC1CCCC1 | -9 | -4 | 13 | -4 | 14 | 7 | 6 | 0 | 2
22 | CCOC(=O)COc1nc2c(c(-c3ccco3)c1C#N)CCc1ccccc1-2 | -6 | -2 | x | -1 | 4 | x | x | 5 | 3
23 | CC(C)c1ccc(C2/C(=C(\O)c3ccc4c(c3)OCCO4)C(=O)C(=O)N2CCN2CCOCC2)cc1 (stereo unspecified) | 0 | -3 | 2 | 9 | 0 | -6 | 6 | -19 | 1
24 | CCOc1cc(NC(=O)c2ccco2)c(OCC)cc1NC(=O)Cc1ccc(OC)c(OC)c1 | 1 | 1 | 1 | 19 | 4 | 4 | 4 | 0 | 7
25 | O=C1Nc2ccccc2C(=O)N2[C@H](c3ccc(F)cc3)[C@@H]3C(=O)N(Cc4ccccc4)C(=O)[C@@H]3[C@H]12 | 3 | 1 | 1 | 6 | 0 | 4 | 8 | -4 | -2
26 | Cc1ccc(-n2nnnc2SCC(=O)c2c(N)n(C3CC3)c(=O)[nH]c2=O)c(C)c1 | -5 | -8 | 0 | 4 | 18 | 5 | 1 | x | 2
27 | O=C1CSC(=Nc2ccccc2Cl)N1 | -2 | -4 | -2 | 4 | 8 | 8 | 6 | -3 | -6
28 | COc1ccc(NC(=S)NCc2cccs2)cc1OC | 6 | -1 | 6 | 1 | 2 | 5 | 3 | 11 | 2
29 | CCCCNC(=O)C1C2C=CC(C2)C1C(=O)O (stereo unspecified) | -8 | -1 | 5 | -9 | 10 | 0 | 3 | -6 | -4
30 | CCOC(=O)C1=C(C)N(C[C@@H]2CC[C@@H](Cc3ccc4cc(OC)ccc4c3)O2)C(=O)NC1c1ccccc1 (stereo partly specified) | x | x | 2 | x | x | -1 | 2 | x | 8
31 | CCN(CC)CCNC(=O)c1cn(CCOC)c(=O)c2c1c1ccccc1n2C | 3 | 3 | 4 | 17 | -4 | 2 | 0 | 5 | 7
32 | CC(C)(C)c1cc(-c2ccccc2)n[nH]1 | 7 | -1 | 7 | 0 | 0 | 4 | 7 | -5 | 3
33 | O=C(CNC(=O)c1ccc2ccccc2c1)NCc1ccc(F)cc1 | -7 | 0 | 12 | -10 | -7 | 6 | 10 | -21 | -1
34 | CNC(=S)N(CCc1c(C)[nH]c2ccc(Cl)cc12)Cc1cccnc1 | 3 | 2 | -8 | -41 | 17 | 0 | 7 | -3 | 19
35 | Cc1ccc(C(=O)O)cc1NC(=O)CN1C(=O)C2C3c4ccccc4C(Br)(c4ccccc43)C2C1=O (stereo unspecified) | -10 | 3 | 3 | -17 | -2 | 1 | 5 | -17 | -2
36 | CC(C)NC(=O)N(C)C[C@H]1Oc2ccc(NS(=O)(=O)c3ccc(F)cc3)cc2C(=O)N([C@H](C)CO)C[C@@H]1C | x | x | 1 | 4 | x | 3 | 5 | x | 10
37 | COc1ccc(N2CCN(C(=O)CSc3nnnn3C3CC3)CC2)cc1 | 1 | 1 | 1 | 10 | -16 | 1 | 1 | x | 0
38 | CC(C)/C=C1\CC/C(=C\c2ccc(N(C)C)cc2)C1=O | -20 | -11 | -12 | -12 | -1 | -12 | -9 | 5 | -4
39 | CC(C)C(=O)NCCc1nc(-c2ccccc2Cl)no1 | 3 | 2 | 0 | 1 | -10 | 11 | -1 | 3 | -4
40 | COC(=O)Cc1ccc(OC(=O)c2cccc(S(=O)(=O)N3CCN(C)CC3)c2)cc1 | 5 | 0 | 5 | 9 | 7 | 18 | -5 | 4 | 6
41 | O=C(NCCCn1ccnc1)/C(=C\c1cccnc1)NC(=O)c1ccco1 | 3 | -2 | -1 | 5 | 6 | 0 | 5 | -3 | 3
42 | CCOCCCN(C)C1CCN(C(=O)c2oc3ccccc3c2NC(=O)c2ccc([N+](=O)[O-])cc2)CC1 | -6 | 2 | 1 | 10 | 22 | 1 | -2 | 12 | 2
43 | CCOc1ccccc1Nc1nnc(SCC(=O)Nc2cc(C)on2)s1 | 8 | 3 | 2 | -2 | -6 | 1 | 2 | -5 | 7
44 | CCCc1nc(SCC(=O)Nc2nnc(CC)s2)c2c(C)c(C)sc2n1 | -2 | -1 | -1 | -7 | 11 | 1 | 6 | 5 | 3
45 | Cc1ccc(S(=O)(=O)N2CCCCC2)cc1NC(=O)Cn1c(=O)cnc2ccccc21 | -8 | -4 | 0 | 6 | -4 | 2 | 9 | 10 | 1
46 | O=C(O)CSc1c2c(nc3cc(C(=O)Nc4ccc(F)c(Cl)c4)ccc13)CCCC2 | -2 | -8 | -15 | 4 | 10 | -14 | -39 | 4 | -8
47 | N#Cc1cc(Cl)c(NCC2CCCO2)cc1C#N (stereo unspecified) | 5 | 2 | 5 | 10 | 1 | 2 | 4 | -8 | -2
48 | O=C(Nc1nc(-c2cccc([N+](=O)[O-])c2)cs1)c1cccc([N+](=O)[O-])c1C(=O)O | 2 | 1 | 7 | -2 | 1 | 5 | -2 | 13 | 2
49 | CC(=O)Nc1cc(C(=O)OCC(=O)c2ccc(C)cc2)ccc1C | -2 | 2 | 2 | -12 | -9 | 6 | 22 | -9 | 21
50 | C=CCNC(=O)c1cc2c(=O)n3ccccc3nc2s1 | -2 | 1 | 4 | 10 | 6 | 2 | 4 | -10 | 7
51 | CC1CCc2c(C(=O)NCC3CCCO3)csc2C1 (stereo unspecified) | -1 | 1 | 10 | -9 | 16 | 4 | 5 | 5 | 1
52 | O=C1CC(O)(c2ccccc2)C(c2ccccc2)=C1c1ccccc1 (stereo unspecified) | 8 | -1 | 5 | 7 | -32 | 14 | 2 | -5 | 1

As a short view, two of the compounds above:
item | Structure | LYPLA2 inh | LYPLA1 inh | PAFAH1B3 inh | PREPL inh | ZTA DNA inh | PAFAH1B2 inh | PAFAH2 FP inh | EBNA-1 inhibitor | pPAFAH inh
41 | O=C(NCCCn1ccnc1)/C(=C\c1cccnc1)NC(=O)c1ccco1 | 3 | -2 | -1 | 5 | 6 | 0 | 5 | -3 | 3
42 | CCOCCCN(C)C1CCN(C(=O)c2oc3ccccc3c2NC(=O)c2ccc([N+](=O)[O-])cc2)CC1 | -6 | 2 | 1 | 10 | 22 | 1 | -2 | 12 | 2

Screening data from PubChem.
